Sm TGR block – S. mansoni TGR enzyme inhibition; Q962Y6; purified TGR, DTNB reduction, TNB absorbance 405 nm; Potency, µM (highest dose often 114 µM), without a hit: at the highest dose activity change, negative = inhibition, most hits filed as inhibitors; hit rate 3% among 360,000; further: nearly all actives have a fitted effect of over 60% in size
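TGR 20 nM + NADPH 100 uM (dispensed conc.), cpd preinc 15 min RT; start with NADPH (500 uM addition) then DTNB (15 mM addition). Kinetic TNB absorbance, 405 nm filter. Four-parameter Hill fit across titration.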
Pf growth 48h – P. falciparum growth inhibition at 48 hours (one generation). P. falciparum luciferase growth in erythrocytes, 48 h. Potency, µM (doses to about 28.7 µM), for the others: top-dose activity change, negative = inhibition, most hits filed as inhibitors. hit rate 5.9% among 310,000. AID 504832
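Luciferase-expressing parasites in RBCs, 2% Hct / 0.1% parasitemia final; RPMI 1640 + 0.5% Albumax; 37 C, 5% CO2, one generation; luminescence read-out, lower signal = inhibition.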
Pf growth 96h – P. falciparum growth inhibition at 96 hours | Potency, µM (highest dose often 28.7 µM), inactives show at the top dose activity change, negative = inhibition, usual class: inhibitors | P. falciparum luciferase reporter growth, 96 h | hit rate 6.9% among 320,000 | AID 504834
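Erythrocytes infected with luciferase-expressing P. falciparum were dispensed at 2% hematocrit and 0.05% parasitemia (final), then incubated with compounds 96 hours at 37 C in 5% CO2. Luminescence after detection reagent addition reported growth.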
HCV inhibitor – blocks hepatitis C virus. Potency, µM (series often up to 41.8 µM), inactives show at the highest dose activity change, negative = inhibition, usual class: inhibitors. Huh7.5.1 HCVcc-Cre infection, luciferase reporter, 44 h. hit rate 3.4% among 340,000
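1,000 cells/well; 4 h culture; + compound; + HCVcc-Cre (~0.5 moi); 44 h; luciferase substrate, RT 15 min; read 15 sec.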
Tb PYK inh – T. brucei pyruvate kinase inhibition; Q57TT1; TbPYK enzyme, Kinase-Glo Plus ATP luminescence, 45 min; Potency, µM (highest dose often 76.8 µM), inactives show top-dose activity, negative = inhibition, most hits filed as inhibitors; hit rate 0.12% among 410,000; AID 624173; further: nearly all actives have a fitted effect of over 50% in size
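Enzyme and substrate buffer are dispensed first and compound is pin-transferred. ADP at 130 uM final then starts the reaction, which runs 45 min at room temperature. Detection reagent is added for 10 min before luminescence is imaged.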
LmPK inh – blocks Leishmania mexicana pyruvate kinase activity | Q27686 | purified LmPK, Kinase-Glo ATP luminescence, 1 h | Potency, µM (highest dose often 57.5 µM), without a hit: at the top dose activity change, negative = inhibition, hits mostly inhibitors | hit rate 0.37% among 290,000 | AID 1721
Target sequence (Q27686 whole entry, looked up): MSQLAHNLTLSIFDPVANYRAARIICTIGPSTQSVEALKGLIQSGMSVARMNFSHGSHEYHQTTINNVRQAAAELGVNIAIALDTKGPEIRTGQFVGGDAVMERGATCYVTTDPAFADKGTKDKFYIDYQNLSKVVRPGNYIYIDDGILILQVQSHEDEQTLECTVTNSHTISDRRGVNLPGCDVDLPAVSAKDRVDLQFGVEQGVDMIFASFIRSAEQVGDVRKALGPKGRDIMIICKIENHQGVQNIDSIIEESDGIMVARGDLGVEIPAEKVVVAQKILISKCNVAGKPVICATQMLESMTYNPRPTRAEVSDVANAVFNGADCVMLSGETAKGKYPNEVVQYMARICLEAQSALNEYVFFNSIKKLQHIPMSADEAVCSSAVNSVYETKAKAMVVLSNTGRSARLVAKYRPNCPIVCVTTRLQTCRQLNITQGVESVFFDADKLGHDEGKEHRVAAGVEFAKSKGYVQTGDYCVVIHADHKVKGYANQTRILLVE
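Kinase-Glo luminescence read after 1 h RT reaction of 0.1 nM LmPK with 0.5 mM PEP and 0.1 mM ADP. Activity scaled between uninhibited and enzyme-free controls.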
An asterisk follows results filed as active; u = inconclusive; x = no result given; & = joins results of further samples; [ ] = another dose, or the depositor's remark. The call rests on the fitted dose curve; in most records, active means well fitted curve in the direction sought with a large enough effect; inconclusive means small, poorly fitted or top-dose-only effect, or another doubt; inactive means no such curve, though single readings can be large; an effect the other way counts as inactive or inconclusive. On the % scale 0 is the no-effect control and ±100 the full control effect; potency means the concentration at half of the fitted maximal effect.

Short forms: A = Sm TGR block; B = Pf growth 48h; C = Pf growth 96h; D = HCV inhibitor; E = Tb PYK inh; F = LmPK inh
(1) O=C(CSc1nnc(COc2ccccc2Cl)o1)NC(=O)NC1CCCC1
  A: 15%; B: 30%; C: 12µM*; D: 2%; E: 0%; F: 9%

(2) C/C(=C\C(=O)Nc1nccs1)c1ccccc1
  A: 7%; B: 105%[activator]; C: 37%[activator]; D: x; E: 2%; F: -5%

(3) Cc1nc2ccccc2n1CC(=O)NCCN1CCOCC1
  A: -6%; B: -2%; C: u; D: 11%; E: 3%; F: 4%

(4) COC/C=C/C1=CC2=CC(=O)C(C)(OC(=O)c3cnc4ccccc4n3)C(=O)C2=CN1Cc1ccco1 (configuration not stated)
  A: x; B: x; C: x; D: 8%; E: -8%; F: -9%[11.5 µM]

(5) Cc1ccc2c(CN3CCN(S(=O)(=O)c4ccccc4C(F)(F)F)CC3)cc(=O)oc2c1C
  A: 0%; B: u; C: u; D: u; E: 2%; F: x

(6) Cc1ccc(NC(=O)CCNC(=O)c2ccc(Cl)cc2)nc1
  A: 14%; B: 42%[activator]; C: 79%[activator]; D: 2%; E: 4%; F: -2%

(7) Cc1ccc(-c2nc(NC(=O)CSc3nnc4scc(-c5ccccc5)n34)ns2)cc1
  A: -5%; B: u; C: 13%; D: -6%; E: 0%; F: 4%

(8) O=C(/C=C/c1ccc(Cl)cc1Cl)Nc1ccncc1
  A: 7%; B: 21%; C: -5%; D: u; E: 4%; F: -1%

(9) CC(=O)NNc1ncnc2c1cnn2-c1ccc(C)c(Cl)c1
  A: 0%; B: 124%[activator]; C: 8.3µM*; D: u; E: 2%; F: 17%

(10) CC1(C)CC(=O)c2sc(NS(=O)(=O)c3ccc([N+](=O)[O-])cc3)nc2C1
  A: -13%; B: -21%; C: u; D: -14%; E: 11%; F: 6%

(11) COC(=O)C1=C(C)N(Cc2ccccc2)C(=NCCN2CCOCC2)N[C@H]1CCc1ccccc1
  A: 1%; B: -1%; C: 2%; D: -3%; E: -14%; F: -8%

(12) O=C(NCCc1csc(-c2cccnc2)n1)c1cccc2ccccc12
  A: -11%; B: u; C: u; D: u; E: 0%; F: -3%

(13) COc1cccc(/C=C/C(=O)OCC(=O)N2CCN(S(=O)(=O)c3ccc(Cl)cc3)CC2)c1
  A: 2%; B: -4%; C: 6%; D: -5%; E: -7%; F: -13%

(14) O=C(N/N=C/c1ccc2ncccc2c1)c1ccco1
  A: -14%; B: 132%[activator]; C: 234%[activator]; D: -23%; E: -19%; F: 14µM*

(15) COc1ccc(CCNC(=O)CN(Cc2ccc(Cl)cc2)S(C)(=O)=O)cc1OC
  A: -9%; B: 0%; C: 15µM*; D: -5%; E: 4%; F: 2%

(16) Cc1cc(C)c(-n2c(SCCS(=O)(=O)c3ccc(F)cc3)n[nH]c2=O)c(C)c1
  A: -16%; B: u; C: -32%; D: -15%; E: 1%; F: 3%

(17) Cc1ccc(C(=O)CC2(O)C(=O)N(C)c3ccc(Br)cc32)c(C)c1 (configuration not stated)
  A: -2%; B: u; C: u; D: 5%&9%; E: -5%; F: 5%

(18) CCOC(=O)N1CCC(Nc2c(N3CCN(c4cccc(C(F)(F)F)c4)CC3)c(=O)c2=O)CC1
  A: 12%; B: u; C: -20%; D: 8%; E: 4%; F: 2%

(19) Cc1cccc2cc(C#N)c(SCc3nnc(-c4ccccc4[N+](=O)[O-])o3)nc12
  A: -12%; B: 25%; C: 40%[activator]; D: 1%; E: -13%; F: 3%

(20) COc1ccc(-c2cc(C(F)F)n3ncc(C(=O)N4CCN(C(=O)c5ccco5)CC4)c3n2)cc1
  A: 28µM*; B: u; C: u; D: u; E: 0%; F: 3%

(21) CCn1c(O)c(/C=N/N=C/c2ccc(OC)cc2)c2cc(C3=NNC(=O)CC3)ccc21
  A: 4%; B: 0%; C: 5%; D: u; E: -1%; F: 4%

(22) S=c1sc2c(N3CCN(Cc4ccccc4)CC3)ncnc2n1-c1ccccc1
  A: u; B: x; C: u; D: 5%; E: 1%; F: 8%

(23) CC1CCN(c2ccc3nnc(CCC(=O)N4CCCCC4)n3n2)CC1
  A: 0%; B: -1%; C: u; D: 10%; E: 1%; F: 3%

(24) O=C(CN1C(=O)CCSc2ccc(S(=O)(=O)N3CCOCC3)cc21)Nc1cccc(F)c1
  A: -19%; B: u; C: 5%; D: -6%; E: 6%; F: -2%

(25) COC(=O)c1c(NC(=S)Nc2ccc(C(=O)N3CCOCC3)cc2)sc2c1CCC2
  A: -15%; B: 20%; C: 12%; D: 19%; E: 3%; F: 1%

(26) CC(C)[C@H](NC(=O)OCc1ccccc1)C(=O)OCC(=O)N1CCN(c2ccc(F)cc2)CC1
  A: -17%; B: u; C: -15%; D: u; E: -11%; F: x

(27) CCN(CC)CCN1C(=O)c2ccccc2NC1c1ccc(C)cc1 (configuration not stated)
  A: 1%; B: 1.7µM*; C: x; D: 20%; E: -14%; F: -3%

(28) Cc1oc2cc3oc(=O)c(CC(=O)O)c(C)c3cc2c1-c1ccccc1
  A: 26%; B: x; C: 3%; D: 15%; E: 6%; F: -4%

(29) COc1ccc(CC(NC(C)=O)C(=O)NC2CCN(S(=O)(=O)c3ccc(NC(C)=O)cc3)CC2)cc1OC (configuration not stated)
  A: 0%; B: 0%; C: 13µM*; D: 1%; E: -13%; F: 4%

(30) O=c1nc(/C=C/c2ccc(O)c(O)c2)oc2ccccc12
  A: -35%; B: 26%; C: 23%; D: 2%; E: 2%; F: -5%

(31) COc1cccc(CNC(=O)CN2C(=O)COc3ccc(S(=O)(=O)N4CCCC4)cc32)c1
  A: 3%; B: -26%; C: -20%; D: -8%; E: 0%; F: -5%

(32) Cc1ccc(NC(=O)C2CC(=O)N(Cc3ccccc3)C2)nc1 (configuration not stated)
  A: 0%; B: u; C: u; D: -13%; E: 7%; F: x

(33) Cc1cccc(N2CCN(CC(=O)NCc3ccc(Cl)cc3)CC2)c1C
  A: -1%; B: 9%; C: 0%; D: -23%; E: -6%; F: 0%

(34) O=C(O)CCCc1ccc2c(c1)CCc1ccccc1-2
  A: -6%; B: -3%; C: 35%[activator]; D: 12%; E: 5%; F: x

(35) O=C(O)c1cc2nc3c(c(C(F)(F)F)n2n1)CCCC3
  A: 7%; B: 12%; C: 1%; D: 15%; E: 2%; F: 2%

(36) Cc1c(Nc2scc(-c3ccccc3)[n+]2-c2ccccc2)c(=O)n(-c2ccccc2)n1C
  A: -18%; B: -29%; C: u; D: u; E: u; F: -1%

(37) CCOC(=O)N1CCN(CC(O)COC(CC)c2ccccc2)CC1 (configuration not stated)
  A: u; B: 2%; C: u; D: 19%; E: 3%; F: 2%

(38) O=C(CCNC(=O)c1ccc([N+](=O)[O-])cc1)NCCCN1CCCC1=O
  A: -20%; B: 11%; C: 9%; D: 5%; E: -8%; F: -1%

(39) CNS(=O)(=O)c1cccc(C(=O)NCC2(N3CCCCC3)CCCCC2)c1
  A: 4%; B: 9%; C: 40%[activator]; D: 13%; E: 2%; F: -4%

(40) O=C1Cc2ccccc2C(c2ccccc2)N1 (configuration not stated)
  A: 3%; B: 23%; C: x; D: -9%; E: -2%; F: -2%

(41) COc1ccccc1CN1CC(C(=O)NCC2CCCO2)CC1=O (configuration not stated)
  A: -22%; B: 2%; C: 5%; D: 4%; E: 7%; F: -1%

(42) CCOc1ccc(NC(=O)Cn2c(=O)n(CC3CCCO3)c(=O)c3ccccc32)cc1 (configuration not stated)
  A: 8%&-4%; B: -26%; C: u; D: 14%; E: 8%&16%; F: 5%

(43) COc1ccc(C(=O)/C=C/C(=O)N(CC(=O)NC2CCCCC2)Cc2ccc(F)cc2)c(O)c1
  A: 3.5µM*; B: 9.3µM*; C: 2.3µM*; D: u; E: -19%; F: 1%

(44) Cc1ccc(O)c(NC(=O)c2noc3c2CCCCC3)c1
  A: 4%&0%; B: -81%; C: -4%; D: -7%; E: 4%&-10%; F: -9%

(45) CCOC(=O)c1oc2ccccc2c1NC(=O)c1cccs1
  A: 15%; B: u; C: 14%; D: -6%; E: -4%; F: 7%

(46) COc1ccc(-n2cnc3cc(NC(=O)c4ccco4)ccc32)cc1
  A: 6%; B: x; C: 2.3µM*; D: -26%; E: -12%; F: 0%

(47) O=C(c1ccc2nccnc2c1)N1CCCC(Nc2ccc(F)c(F)c2)C1 (configuration not stated)
  A: -33%; B: -11%; C: 1%; D: 3%; E: -4%; F: -3%

(48) Cc1nnc(SCC(=O)Nc2ccc(N3CCOCC3)cc2)o1
  A: -2%; B: 5%; C: u; D: -1%; E: 1%; F: 1%

(49) CCc1ccc(S(=O)(=O)NCCc2cn3ccsc3n2)s1
  A: 0%; B: x; C: -26%; D: -9%; E: -9%; F: 3%

(50) Cc1cc(C)c2sc(N(CCCN(C)C)C(=O)COc3ccc(Cl)cc3)nc2c1
  A: 0%; B: 0%; C: -3%; D: u; E: -7%; F: 14%

(list continues)
Short forms: A = Sm TGR block; B = Pf growth 48h; C = Pf growth 96h; D = HCV inhibitor; E = Tb PYK inh; F = LmPK inh
(51) CC(C)(c1ccccc1)c1ccc(OCCCN2CCNCC2)cc1
  A: x; B: u; C: u; D: 8.9µM*; E: 9%; F: -1%

(52) c1ccc2c(c1)OCC(c1nnc3sc(-c4cnccn4)nn13)O2 (configuration not stated)
  A: -13%; B: -25%; C: 20%; D: -4%; E: -20%; F: 3%

(53) Fc1cccc(Cl)c1C1Nc2cccc3cccc(c23)N1
  A: u; B: u; C: -2%; D: -14%; E: 0%; F: -1%

(54) Clc1cccc(OCCCN2CCCC2)c1Cl
  A: 6%; B: -17%; C: u; D: u; E: 1%; F: 1%

(55) COc1ccc(C2=CC(c3ccc(OC)c(OC)c3)NC(=S)N2)cc1 (configuration not stated)
  A: 3%; B: u; C: u; D: -7%; E: -1%; F: 2%

(56) O=C(CC1SC(=O)N(c2ccccc2)C1=O)Nc1ccccc1 (configuration not stated)
  A: u; B: 43%[activator]; C: x; D: 12%; E: 4%; F: 3%

(57) O=C(COC(=O)c1cccnc1Cl)c1cccc(Cl)c1
  A: -8%; B: x; C: -14%; D: 1%; E: x; F: -3%

(58) CCCCCC(=O)N1CCCCC1
  A: 2%; B: u; C: -20%; D: 5%; E: -8%; F: -6%

(59) CN(C(=O)CC1C(=O)NCCN1C/C=C/c1ccccc1)C1CCOCC1 (configuration not stated)
  A: -19%; B: 0%; C: u; D: -4%; E: 0%; F: 6%

(60) c1ccc(CCn2nnnc2C(c2cccnc2)N2CCN(c3nc4ccccc4s3)CC2)cc1 (configuration not stated)
  A: 0%; B: 13µM*; C: 7%; D: 25µM*; E: 0%; F: 6%

(61) N=C1SCC(=O)N1Cc1ccccc1
  A: 9%; B: 14%; C: u; D: 16%; E: 5%; F: -4%[11.5 µM]

(62) Cc1cc2c(ccc3c2no[n+]3[O-])nn1
  A: -29%; B: -14%; C: u; D: u; E: 2%; F: 1%

(63) Cc1c(Cc2ccccc2)c(=O)oc2c(C)c(OCc3nn[nH]n3)ccc12
  A: -35%; B: 11%; C: 1%; D: 0%; E: 2%; F: 2%

(64) Cc1cc(NS(=O)(=O)c2ccc(Cl)cc2)nn1CC(=O)NCc1ccco1
  A: u; B: 11%; C: u; D: -2%; E: -12%; F: -3%
